# Screens from PubChem.
# RSV antiviral HEp-2 = inhibition of RSV-induced cytopathic effect – HEp-2 cells, primary 10 µM value included (AID 2391); 0.13% of 310,000 active; HEp-2 cells, RSV-induced CPE inhibition; higher % means a stronger effect; CPE inhibition, % at 10 µM, or IC50 in µM where a hit was titrated; in the data active = a potency from the dose series; inconclusive = CPE inhibition mostly from about 23% at the one dose, without a potency; inactive = the rest, 99 in 100 with CPE inhibition below about 21%; note: strong numbers were not always called active
# human PMI inhibition = inhibitors of human PMI, primary screen, biochemical, fluorescence intensity, coupled assay (AID 1209); purified PMI enzyme, coupled fluorescence intensity; higher % means a stronger effect; inhibition, % at 20 µM; hits with a dose series show IC50 in µM; 0.42% of 190,000 active;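 note: plate controls were DMSO vehicle for no effect and wells lacking substrate for full effect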
# XIAP displacement = XIAP antagonists, biochemical, IAP family, fluorescence polarization (AID 1018) | XIAP BIR domain, fluorescence polarization peptide displacement; higher % means a stronger effect | displacement, % at 20 µM, or IC50 in µM where a hit was titrated | 0.007% of 200,000 active; in the data active = displacement above about 50%; note: a part of the inactive calls stands beside numbers as strong as those of hits
# WT yeast gro inh = growth inhibition of WT yeast, mitochondrial fusion screen. mitochondrial fusion phenotypic screen, WT strain. inhibition, % at 10 µM. 2.1% of 190,000 active. AID 1362; in the data active = inhibition above about 58%; tested in S. cerevisiae
# Siah-1 displacement = blockers of Siah-1 interaction with plectin peptide – biochemical, fluorescence polarization, rhodamine-plectin, uHTS, primary screen (AID 1817); Siah-1 / rhodamine-plectin peptide fluorescence polarization; higher % means a stronger effect; 0.02% of 290,000 active; one-dose displacement, % at 20 µM; IC50 in µM for titrated hits;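 active = displacement of at least 50% at 20 µM, with a fluorescence ratio check between 0.3 and a set limit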;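 note: plate controls were Siah plus tracer with DMSO for no effect and tracer alone without Siah for full effect; strong numbers were not always called active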
# Myeloid diff 2 = compounds promoting myeloid differentiation; ER-HoxA9 myeloid progenitors, lysozyme-GFP differentiation, flow cytometry; calls only at 10 µM; 1% of 360,000 active; AID 624256;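 active = normalized GFP-positive differentiation at or above the plate's own cutoff, the solvent-only control mean plus 3 SD; inconclusive = no clear call, values can overlap the other calls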;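 note: cells exposed to compound for four days before flow analysis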
# human PMI inhibitors = MPI inhibition at elevated mannose 6-phosphate – biochemical, fluorescence intensity, high mannose 6-phosphate, primary screen (AID 1220). recombinant PMI enzyme, coupled fluorescence intensity; higher % means a stronger effect. one-dose inhibition, % at 20 µM; IC50 in µM for titrated hits. 0.66% of 190,000 active
# PhoP inhibition = inhibitors of PhoP regulon expression, primary screen, Salmonella Typhimurium, GFP reporter (AID 1863) | S. Typhimurium PhoP-regulated promoter GFP reporter, 4 h; higher % means a stronger effect | inhibition, % at 50 µM, or IC50 in µM where a hit was titrated | 0.16% of 300,000 active;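 active = inhibition over 29.93%, a cutoff 3 SD above the screen mean, later confirmed by dose response; inconclusive = inhibition over 29.93% but no dose response follow-up; inactive = inhibition at most 29.93% or unconfirmed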;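 note: 0% = low Mg2+ inducing control and 100% = high Mg2+ repressing control; strong numbers were not always called active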
# TNAP activation fold = stimulation of alkaline phosphatase TNAP activity – biochemical, luminescent, no phosphate acceptor, uHTS, primary screen (AID 1001) | purified TNAP, luminescent activation assay, no phosphate acceptor; higher activation fold means a stronger effect | one-dose activation fold at 20 µM; EC50 in µM for titrated hits | 0.03% of 200,000 active; in the data active = activation fold from about 3, or a potency from the dose series; inactive = the rest, 99 in 100 with activation fold below about 1.6; note: many of its hits are not listed in these tables
# WT yeast gro inh mutant strain = recorded beside WT yeast gro inh, whose call it bears; inhibition, %; mitochondrial fusion phenotypic screen, mutant strain inhibition
# Myeloid diff 2 GFP+ MAC1+ % = recorded beside Myeloid diff 2, whose call it bears; GFP+ MAC1+ double positive, %; measured here: differentiation confirmed by MAC1 staining
# * = called active by the depositor; i = inactive; u = inconclusive; x = no result given; + = active, no number. Cut-off read from the data, not from the text of the source, unless noted: active = inhibition above about 50%; inactive = the rest.
mol,WT yeast gro inh,human PMI inhibitors,RSV antiviral HEp-2,WT yeast gro inh mutant strain,XIAP displacement,Siah-1 displacement,TNAP activation fold,PhoP inhibition,Myeloid diff 2 GFP+ MAC1+ %,human PMI inhibition,Myeloid diff 2
CCc1nc(NCCCN2CCOCC2)c2oc3ccccc3c2n1,11.9,2.2%,0.1%,14.6,0.3%,2.4%,1.1,4.7%,2.8,4.6%,i
CSc1ccccc1NC(=O)Cn1nc([N+](=O)[O-])c(Cl)c1C,-5.1,2.0%,-2.0%,-9.3,-2.2%,-1.0%,1,-7.7%,1.0,-6.8%,i
O=C(CN1C(=O)COc2ccccc21)NCCCN1CCCC1,x,x,0.9%,x,x,-1.2%,x,-6.8%,4.5,x,i
COc1cc(-c2nn3c(C4CCCCC4)nnc3s2)cc(OC)c1OC,-8.1,9.6%,1.1%,-1.3,-0.7%,5.6%,1,-3.5%,1.0,11.4%,i
CCCOc1ccccc1/C=C(\C#N)C(=O)Nc1cccnc1,x,x,2.5%,x,x,1.9%,x,-1.2%,0.4,x,i
CC(=O)Nc1c(C(N)=O)oc2ccc(Cl)cc12,x,x,0.9%,x,x,-3.3%,x,0.9%,0.7,x,i
CCOc1ncccc1C(=O)OCC(=O)N(CC(C)C)C1CCS(=O)(=O)C1 (stereo unspecified),4.0,8.6%,-0.8%,-19.4,-7.9%,1.3%,1.1,-6.0%,0.9,-5.3%,i
CCN(c1ccccc1C(=O)O)S(=O)(=O)c1cccc2nsnc12,x,x,0.7%,x,x,-5.0%,x,1.8%,0.4,x,i
COc1ccc(S(=O)(=O)N2CCCC(C(=O)NCCCn3ccnc3)C2)cc1OC (stereo unspecified),x,x,1.5%,x,x,0.0%,x,-1.4%,1.2,x,i
O=C(Nc1ccc(F)cc1F)c1cc(=O)n(-c2ccccc2)c(=O)[nH]1,1.0,-0.6%,1.6%,12.9,-1.6%,16.7%,1.5,-6.2%,0.2,-6.4%,i
Cc1cc(C)c2[nH]c(=O)c(CN(C(=O)C3CCCO3)C3CCCC3)cc2c1 (stereo unspecified),2.3,9.5%,x,2.7,-6.7%,3.1%,1.1,-0.4%,x,9.0%,x
COc1cccc(CN2CCC(Oc3ccc(C(=O)N4CCCCC4)cc3)CC2)c1,x,x,0.4%,x,x,6.6%,x,-3.2%,0.6,x,i
CCOC(=O)c1[nH]c2ccc(OC)cc2c1NC(=O)C(C)N1CCSCC1 (stereo unspecified),56.9,5.5%,x,33.6,2.3%,-2.3%,1.1,-2.9%,x,1.8%,x
COc1ccc2cc(S(=O)(=O)N3CCN(C)CC3)ccc2c1,7.9,-3.8%,0.8%,-14.4,-5.4%,8.8%,1.1,-7.0%,0.8,-3.7%,i
Cc1cccc(C)c1OCC(=O)NCc1ccccc1,x,x,0.9%,x,x,-0.2%,x,-5.3%,0.5,x,i
CC(=O)OC(C(=O)NCc1ccc(F)cc1)c1ccccn1 (stereo unspecified),10.9,-6.4%,0.3%,-3.8,-4.7%,-2.6%,1,-13.0%,0.6,-5.5%,i
CC1=CCC(C(=O)O)C(C(=O)Nc2cccnc2)C1 (stereo unspecified),-0.3,-0.4%,0.9%,-3.5,-1.1%,8.7%,1.1,0.3%,0.3,-3.4%,i
CC(=O)c1c(C(C)=O)c(C)n(NC(=O)c2ccccc2Cl)c1C,-21.1,4.7%,0.8%,-19.3,-0.2%,-5.4%,1.1,13.0%,0.5,5.8%,i
Cc1oc2cc(O)ccc2c(=O)c1-c1ccccc1,-5.3,-1.5%,u,-16.5,-2.2%,8.8%,1.1,0.5%,1.0,-3.3%,i
CSc1nnc(-c2ccc([N+](=O)[O-])cc2)o1,-6.9,-0.1%,-1.1%,-0.5,-3.0%,-0.2%,1,0.1%,1.0,-0.4%,i
CCN1CCN(c2cc(C)c3cc(NC(=S)N(CC)CC)ccc3n2)CC1,8.0,26.6%,-3.1%,8.0,-2.1%,-4.6%,1.1,-12.6%,0.5,0.2%,i
O=C(CSc1ccc(F)cc1)Nc1ccc(C2SCCS2)cc1,x,x,3.0%,x,x,10.8%,x,-7.7%,0.0,x,i
COc1ccc(C2CCCN2C(=S)Nc2cccc(Cl)c2)cc1OC (stereo unspecified),17.5,6.5%,u,10.0,-5.6%,6.8%,1,-6.9%,0.7,14.3%,i
CC(C)N(C(=O)Cn1cnc2cc([N+](=O)[O-])ccc2c1=O)C(C)C,-4.1,6.8%,0.6%,5.6,-5.9%,-4.4%,1,-6.7%,x,5.1%,x
COc1ccccc1C(=O)Nc1ccnn1C1CCN(Cc2cnc(N(C)C)s2)CC1,x,x,2.1%,x,x,14.5%,x,0.0%,0.9,x,i

# Next part
mol,WT yeast gro inh,human PMI inhibitors,RSV antiviral HEp-2,WT yeast gro inh mutant strain,XIAP displacement,Siah-1 displacement,TNAP activation fold,PhoP inhibition,Myeloid diff 2 GFP+ MAC1+ %,human PMI inhibition,Myeloid diff 2
CCCC/C=C/C(NC(=O)CCc1ccccc1)c1ccccc1 (stereo unspecified),40.8,8.7%,4.3%,-25.0,-11.7%,0.7%,1.1,2.4%,4.0*,12.7%,+
CC(C)CCNC(=O)NC(=O)CN1C(=O)NC2(CCCCC2)C1=O,-4.7,-3.2%,2.1%,-2.7,-3.9%,5.9%,1.1,10.7%,0.3,-0.7%,i
CC(C)Cn1cnc2c(=O)oc3ccccc3c21,11.1,-5.1%,1.1%,-1.4,-3.7%,4.1%,1.2,8.1%,0.5,-8.6%,i
COC1=C(c2ccccc2)C(=O)c2ccccc2C1=O,30.5,-57.4%,2.4%,25.8,-1.5%,1.0%,1,0.4%,0.1,-96.2%,i
Cc1ccc(C(C)(C)C)cc1S(=O)(=O)Nc1cccc(S(=O)(=O)NC2=NCCC2)c1,-0.8,-1.6%,0.5%,-16.1,-3.6%,6.6%,1.1,13.6%,0.9,-4.7%,i
CCCCNC(=O)CSc1nc2ccc(NC(=O)CSc3nnc(COc4ccccc4C)n3C)cc2s1,0.2,-27.7%,0.4%,-44.4,-7.1%,-2.7%,1,-0.5%,0.9,-5.0%,i
CCOc1ccc(CC(=O)NNC(=S)NCCc2ccccc2)cc1,-9.0,-7.8%,14.6%,-3.2,2.0%,1.9%,1.4,-6.9%,0.4,-4.0%,i
CCn1c(CC(=O)Nc2cccc(OC)c2)nnc1SCC(=O)Nc1nccs1,-1.9,11.7%,-0.3%,10.2,-0.4%,2.8%,1.1,-4.1%,0.7,13.2%,i
CN(C(=S)NC(=O)CCCOc1ccc(Cl)cc1Cl)c1ccccc1,12.8,-25.2%,19.8%,-2.9,-6.6%,0.9%,1.1,-3.7%,3.6,-5.7%,i
CCCCn1c(N)c(N(CC(C)C)C(=O)C2CCN(S(=O)(=O)c3ccc(F)cc3)CC2)c(=O)[nH]c1=O,x,x,-0.6%,x,x,-1.1%,x,-3.7%,1.5,x,i
O=C(COc1c(Cl)cc(Cl)cc1Cl)c1ccc(Cl)cc1,3.8,18.5%,18.8%,-11.6,-3.4%,-3.0%,1.1,-7.2%,0.6,8.6%,i
COc1ccccc1CN1CCNC(=O)C1CC(=O)NCCCn1cccn1 (stereo unspecified),1.4,5.8%,0.6%,0.0,5.8%,-1.3%,1.1,4.9%,0.2,7.1%,i
Cc1ccc(CC(=O)NCC2CCCCC2)cc1,x,x,0.5%,x,x,11.8%,x,-1.9%,0.3,x,i
COC(=O)c1c(C#N)c(N)nc2c1CCC2,0.0,4.5%,2.6%,24.2,-3.9%,-1.4%,1,5.7%,0.5,2.8%,i
CC(C(=O)Nc1ccc(S(=O)(=O)N2CCCCC2)cc1)N1CCN(c2ccccn2)CC1 (stereo unspecified),-4.3,-3.0%,0.1%,23.4,-5.9%,4.1%,1.1,-1.9%,x,-8.3%,x
O=C(Nc1nnc(CC(c2ccccc2)c2ccccc2)s1)c1ccco1,4.4,-2.5%,2.4%,8.7,-8.2%,2.9%,1,-11.8%,1.3,-9.9%,i
CCOc1ccccc1/C=N/n1nnnc1N,x,x,3.9%,x,x,2.3%,x,5.0%,0.7,x,i
O=S(=O)(c1cccs1)N1CCN(Cc2cccc(F)c2)CC1,x,x,7.3%,x,x,4.5%,x,0.6%,0.8,x,i
CCC(=O)Nc1ccc(NC(=O)CSc2nc3c(c(=O)n(C)c(=O)n3C)n2CC)cc1,x,x,-1.0%,x,x,-0.1%,x,3.3%,x,x,u
CCc1ccc(NC(=S)N2CCC(NC(=O)c3ccccc3)CC2)cc1,x,x,2.3%,x,x,4.3%,x,-0.9%,1.2,x,i
N#Cc1c(NC(=O)CSCC(=O)O)sc2c1CCCC2,4.7,2.2%,1.0%,0.0,-2.8%,-1.3%,1.1,-12.0%,2.3,-1.1%,i
CCOC(=O)C1=C(C)N(CCCC(=O)O)C(=O)NC1c1ccccc1OS(=O)(=O)c1ccc(C)cc1 (stereo unspecified),-2.1,-0.4%,-1.7%,-20.6,-8.5%,-5.2%,1.1,1.0%,0.8,-4.1%,i
CC(C)C(=O)NNC(=O)c1c(O)c2ccccc2[nH]c1=O,x,x,2.4%,x,x,0.2%,x,-5.4%,0.4,x,i
COC(=O)C1CCN(C(=O)CSc2ccccc2)CC1,-8.1,24.5%,1.5%,-1.6,-4.9%,2.7%,1.1,-10.8%,1.6,-4.1%,i
O=C(NCc1ccco1)c1cccnc1-c1nc2ccccc2s1,63.8*,0.7%,-1.0%,12.4*,-4.5%,-2.1%,1,-4.1%,0.9,8.0%,i

# Remaining list, next part
mol,WT yeast gro inh,human PMI inhibitors,RSV antiviral HEp-2,WT yeast gro inh mutant strain,XIAP displacement,Siah-1 displacement,TNAP activation fold,PhoP inhibition,Myeloid diff 2 GFP+ MAC1+ %,human PMI inhibition,Myeloid diff 2
O=C(CCNC(=O)c1ccc([N+](=O)[O-])cc1)NCCc1ccccc1,x,x,1.4%,x,x,0.8%,x,-3.2%,2.5,x,i
CN(C)C(=O)c1ccc(NC(=O)c2sccc2-c2ccccc2)cc1,x,x,1.5%,x,x,1.5%,x,-3.8%,0.8,x,i
O=C(NCCCN1CCOCC1)C1(c2ccccc2)CCCC1,-8.3,11.1%,1.6%,-43.4,-4.2%,-0.5%,1.1,-13.6%,1.1,15.4%,i
COc1ccc(C)cc1NC(=O)c1ccc(CN2CCN(c3ccccc3)CC2)cc1,40.0,16.5%,45.1%,11.2,-5.1%,3.4%,1,12.5%,0.9,14.7%,i

# 4 entries out of the list above, arranged by their value in RSV antiviral HEp-2, falling:
SMILES | human PMI inhibitors | RSV antiviral HEp-2 | WT yeast gro inh mutant strain | XIAP displacement | Siah-1 displacement | TNAP activation fold | PhoP inhibition | Myeloid diff 2 GFP+ MAC1+ % | human PMI inhibition
O=S(=O)(c1cccs1)N1CCN(Cc2cccc(F)c2)CC1 | x | 7.3% | x | x | 4.5% | x | 0.6% | 0.8 | x
COc1ccccc1C(=O)Nc1ccnn1C1CCN(Cc2cnc(N(C)C)s2)CC1 | x | 2.1% | x | x | 14.5% | x | 0.0% | 0.9 | x
CC(=O)c1c(C(C)=O)c(C)n(NC(=O)c2ccccc2Cl)c1C | 4.7% | 0.8% | -19.3 | -0.2% | -5.4% | 1.1 | 13.0% | 0.5 | 5.8%
Cc1ccc(CC(=O)NCC2CCCCC2)cc1 | x | 0.5% | x | x | 11.8% | x | -1.9% | 0.3 | x
